TrxR1 inh: inhibitors of rat thioredoxin reductase 1; recombinant rTrxR1, NADPH fluorescence consumption, selenite substrate; AID 588453; O89049; Potency, µM (titrated, usually from 114 µM), without a hit: top-dose activity change, negative = inhibition, most hits filed as inhibitors; hit rate 1% among 390,000; note: potency is the fitted concentration of half-maximal effect; % is set by controls: 0 for no effect and ±100 for the full control effect; nearly all actives have a fitted effect of over 65% in size
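Rat TrxR1 (90 nM in the dispensed reagent) was pre-reduced with 400 uM NADPH for 5 min at room temperature, then incubated with compound for 15 min. After 400 uM selenite was added, NADPH fluorescence (Ex 340/Em 450 nm) was followed for 8 min.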
TrxR1 substrate: is turned over as a substrate by rat TrxR1; Potency, µM (series often up to 114 µM), for inactives: top-dose activity change, negative = substrate turnover; purified TrxR1 substrate turnover, NADPH consumption readout; AID 588456; O89049; hit rate 0.01% among 390,000; note: potency is the fitted concentration of half-maximal effect; % is set by controls: 0 for no effect and ±100 for the full control effect; nearly all actives have a fitted effect of over 50% in size
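Rat TrxR1, dispensed at 90 nM, was prereduced with 400 uM NADPH (final) for 5 min at ~22 deg C, then incubated with compound 15 min before 400 uM selenite. A first-read NADPH fluorescence drop versus no-compound background flagged substrates.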
GRP78 ERSR act: ER stress response induction in glioma; U87-MG GRP78 promoter luciferase reporter, 16 h; Potency, µM, for the others: at the top dose activation, most hits filed as activators; hit rate 0.02% among 420,000; AID 602332; note: potency is the fitted concentration of half-maximal effect; series mostly up to about 76 µM; % of control where 0% means no effect; nearly all actives have a fitted effect of over 35% in size
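Stably transfected U87-MG human glioma cells carrying a GRP78-based luminescent sensor were seeded at 1000 cells/well, pin-dosed with compounds and incubated 16 h. Luciferase reagent was then added, and end-point luminescence was read after 10 min at room temperature.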
Vif-A3G inh: blocks the Vif interaction with human APOBEC3G; Q9HC16; HeLa A3G-eYFP + Vif (tagged APOBEC3G with the HIV-1 protein that degrades it), YFP fluorescence, overnight; Potency, µM (titrated, usually from 46.1 µM), for inactives: at the highest dose activity, negative = active, most hits filed as inhibitors; hit rate 0.076% among 410,000;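 note: potency is the fitted concentration of half-maximal effect; % is set by controls: 0 for no effect and ±100 for the full control effect; nearly all actives have a fitted effect of over 60% in size; hits raise eYFP signal because A3G escapes Vif-driven loss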
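Read-out is eYFP fluorescence (Ex 488/Em 500-530) from Vif-expressing HeLa A3G-eYFP cells; more signal means A3G escaped Vif-mediated degradation. Cells plated overnight, compound pinned in, incubated overnight at 37 deg C.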
LDHA inh: blocks human lactate dehydrogenase A; purified LDHA, NADH/diaphorase-resazurin fluorescence; active compounds read low; activity change, % (values are at about 110 or 230 µM); AID 1347041; hit rate 0.15% among 480,000; in the data active = activity change below about -30%; inconclusive = mostly about -25% to -30%;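 note: plate controls were DMSO wells for no effect and wells without enzyme for full effect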
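Human LDH5 (2 nM) was incubated with 0.06 mM NADH and 0.2 mM pyruvate for 5 min at room temperature in Tris pH 7.4. Remaining NADH was coupled through diaphorase/resazurin, and resorufin fluorescence was read at 0 and 20 min.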
IDH1 R132H inh: human IDH1 R132H inhibition. AID 602179. IDH1-R132H enzyme, NADPH consumption, diaphorase/resazurin fluorescence. hit rate 0.093% among 390,000. Potency, µM (top dose mostly 76.6 µM), inactives show at the highest dose activity change, negative = inhibition, most hits filed as inhibitors. O75874; note: potency is the fitted concentration of half-maximal effect; % is set by controls: 0 for no effect and ±100 for the full control effect; nearly all actives have a fitted effect of over 65% in size
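IDH1-R132H (0.5 ug/mL) preincubated 30 min with compound, then NADPH (0.016 mM) and alpha-KG (2 mM) added; 80 min at RT, pH 7.5. Remaining NADPH coupled via diaphorase/resazurin to fluorescence (540/590 nm); concentration-response curves normalized to no-enzyme control.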
Vif-A3F inh: blocks the Vif interaction with APOBEC3F; HeLa A3F-eYFP + Vif (tagged APOBEC3F with the HIV-1 protein that degrades it), YFP fluorescence increase; hit rate 0.2% among 390,000; Potency, µM (series often up to 46.1 µM), without a hit: top-dose activity, negative = active; note: potency is the fitted concentration of half-maximal effect; % of control where 0% means no effect; nearly all actives have a fitted effect of over 65% in size
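HeLa cells stably expressing Vif plus C-terminally eYFP-tagged A3F were seeded, incubated overnight at 37 deg C, dosed with compound, incubated overnight again at 37 deg C. Yellow fluorescence (Ex 488/Em 500-530) reported blocked Vif-mediated A3F-eYFP degradation.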
RGS4 inh: inhibitors of human regulator of G protein signaling 4. P49798. Transcreener GDP fluorescence polarization, RGS4-accelerated GTP hydrolysis. Potency, µM (highest dose often 114 µM), for inactives: at the highest dose activity change, negative = inhibition, hits mostly inhibitors. hit rate 0.039% among 390,000; note: potency is the fitted concentration of half-maximal effect; % is set by controls: 0 for no effect and ±100 for the full control effect; nearly all actives have a fitted effect of over 75% in size; some results filed as inactive show a strong effect at the top dose
Target sequence (P49798 whole entry, looked up): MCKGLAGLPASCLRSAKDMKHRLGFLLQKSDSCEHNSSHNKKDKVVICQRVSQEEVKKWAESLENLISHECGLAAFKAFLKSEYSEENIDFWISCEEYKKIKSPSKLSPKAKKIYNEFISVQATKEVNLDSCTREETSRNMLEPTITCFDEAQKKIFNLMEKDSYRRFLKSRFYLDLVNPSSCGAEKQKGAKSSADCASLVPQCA
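MLSMR compounds (23 nl, pin-transferred) preincubated 10 min at room temperature with a 500nM (2x) first reagent, then RGS4 at 900nM (2x) plus Transcreener GDP mix added; fluorescence polarization (620/688 nm) read before and after 90 min at 30 °C.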
USP1 inh: blocks the human USP1/UAF1 deubiquitinase complex; O94782; recombinant USP1/UAF1, Ub-Rhodamine cleavage fluorescence; Potency, µM (doses to about 57.1 µM), for inactives: at the top dose activity change, negative = inhibition, most hits filed as inhibitors; hit rate 0.23% among 390,000; AID 743255; note: potency is the fitted concentration of half-maximal effect; % is set by controls: 0 for no effect and ±100 for the full control effect; nearly all actives have a fitted effect of over 60% in size; inactives centre near -12
Target sequence (O94782 whole entry, looked up): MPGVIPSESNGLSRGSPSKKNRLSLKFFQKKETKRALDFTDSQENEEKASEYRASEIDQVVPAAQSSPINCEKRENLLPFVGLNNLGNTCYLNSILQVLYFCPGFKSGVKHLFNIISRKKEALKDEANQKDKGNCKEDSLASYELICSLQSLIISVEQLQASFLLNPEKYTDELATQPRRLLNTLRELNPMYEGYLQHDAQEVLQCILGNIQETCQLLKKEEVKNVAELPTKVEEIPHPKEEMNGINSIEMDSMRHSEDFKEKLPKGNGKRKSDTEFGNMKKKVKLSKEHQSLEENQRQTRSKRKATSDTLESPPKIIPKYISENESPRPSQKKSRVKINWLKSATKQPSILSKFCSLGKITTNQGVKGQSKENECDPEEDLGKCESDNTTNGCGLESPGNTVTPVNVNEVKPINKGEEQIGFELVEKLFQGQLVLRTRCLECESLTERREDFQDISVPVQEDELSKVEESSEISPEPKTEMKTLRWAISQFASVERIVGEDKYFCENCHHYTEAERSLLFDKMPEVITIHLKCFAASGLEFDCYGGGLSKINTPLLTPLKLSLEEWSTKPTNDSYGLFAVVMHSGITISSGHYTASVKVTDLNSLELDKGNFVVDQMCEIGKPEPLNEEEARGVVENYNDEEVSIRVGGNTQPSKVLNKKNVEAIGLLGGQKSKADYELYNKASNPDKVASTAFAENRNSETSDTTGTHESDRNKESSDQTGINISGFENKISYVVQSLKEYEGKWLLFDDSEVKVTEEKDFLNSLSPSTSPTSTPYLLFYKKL
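In this screen, compounds sit with the deubiquitinase complex (1nM) for 15 min at room temperature before Ub-Rho is added at 150nM final. Fluorescence rise is then followed for 6 reads every 60 seconds.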
An asterisk follows results filed as active; ? = inconclusive; nt = not tested or not shown; [ ] = dose if it differs, or a comment. Unless noted, calls come from the whole dose curve; as a rule, active = well fitted curve in the direction sought with a large enough effect; inconclusive = small, poorly fitted or top-dose-only effect, or another doubt; inactive = no such curve, though single readings can be large; an effect the other way counts as inactive or inconclusive.

SMILES	TrxR1 inh	TrxR1 substrate	GRP78 ERSR act	Vif-A3G inh	LDHA inh	IDH1 R132H inh	Vif-A3F inh	RGS4 inh	USP1 inh
Cc1ccc(SCC(=O)NC2CCS(=O)(=O)C2)cc1 (stereo not drawn)	?	-19%	-4%	-1%	-10	-6%	-1%	5%	-8%
CC(C)(C)c1ccc(NC(=O)c2ccc(=O)[nH]n2)cc1	16%[57.1 µM]	13%[57.1 µM]	-8%	-1%	-6	5%	-6%	20%	-2%
O=C(Nc1cccc(C(F)(F)F)c1)C1=CC=CN2CCS(=O)(=O)N=C12	13%	-4%	-5%	-2%	-3	9%	7%	-3%	-10%
Nc1nc2n(n1)C(c1c(F)cccc1Cl)CC(c1ccc(F)cc1)N2 (stereo not drawn)	18%[57.1 µM]	11%[57.1 µM]	0%	-2%	-6	-12%	-1%	-8%	-11%
CCOC(=O)c1c(C)oc2c1c(/C=N/c1ccccn1)c(O)c1ccccc12	-12%	-2%	-1%	-4%	12	nt	nt	-8%	nt
O=C(CC(CC(=O)c1ccccc1)C(=O)O)c1ccccc1	20%	-2%	-2%	-1%	-4	0%	1%	13%	-4%
C/C(=N/NC(=O)c1ccco1)c1ccc(Br)s1	-1%	-4%	5%	1%	-8	-9%	3%	26%	-11%
O=C(NC1CCCCC1)C(c1ccc(Cl)cc1)N1CCC2(CC1)OCCO2 (stereo not drawn)	6%	-3%	-2%	0%	-7	6%	nt	13%	3%
Nn1c(SCCOc2ccccc2)nnc1-c1cccnc1	-11%	-12%	-3%	0%	-2	2%	-4%	29%	-3%
CCOC(=O)C1CCCN(C(=O)c2ccc(S(=O)(=O)N3CCCC3)cc2)C1 (stereo not drawn)	8%	3%	-5%	1%	-3	3%	4%	0%	-2%
Cc1nn(CC(=O)N2CCN(c3cccc(C(F)(F)F)c3)CC2)c(=O)c2cc3sccc3n12	4%	-3%	-2%	1%	-15	9%	6%	32%	-7%
COc1ccc(NC(=O)NCCCN2CCCCC2C)cc1 (stereo not drawn)	8%	5%	-1%	4%	-7	1%	-4%	21%	-13%
O=C(Nc1ccc2oc(-c3ccccc3Cl)nc2c1)c1ncn[nH]1	9%	21%	2%	0%	-7	-1%	-10%	-25%	-16%
O=C(c1sccc1-n1cccc1)N1CCCC1	-6%[57.1 µM]	11%[57.1 µM]	-3%	0%	-4	11%	-1%	-2%	-16%
COc1cccc(/C=N/NC(=S)Nc2cccc(C(=O)O)c2)c1O	-30%	-2%	-13%	0%	-47*	0%	-16%	-23%[11.4 µM]	-21%
Cc1[nH]n(-c2ccccc2)c(=O)c1/C=N/N1C(=O)c2ccc3c4c(ccc(c24)C1=O)CC3	7%[57.1 µM]	13%[57.1 µM]	0%	3%	2	9%	-12%	3%	-14%
Cc1cc(=O)[nH]c(N/N=C/c2c(C)oc3ccccc23)n1	6%	4%	0%	-1%	1	5%	-9%	-7%	-11%
CCOC(=O)Cn1c(=O)sc2ccccc21	6%	0%	2%	1%	3	1%	-7%	12%	-20%
O=C(N/N=C/c1ccc[nH]1)c1ccccc1OCc1ccccc1Cl	8%[57.1 µM]	6%[57.1 µM]	-7%	0%	-4	-3%	1%	-37%	-11%
COc1ccc(C(C)C)cc1S(=O)(=O)Nc1ccncc1	27%[57.1 µM]	10%	-2%	-1%	-7	-1%	-2%	-30%	-15%

Grouped by structure, the compounds so far containing a COOH group (2)
SMILES	TrxR1 inh	TrxR1 substrate	GRP78 ERSR act	Vif-A3G inh	LDHA inh	IDH1 R132H inh	Vif-A3F inh	RGS4 inh	USP1 inh
O=C(CC(CC(=O)c1ccccc1)C(=O)O)c1ccccc1	20%	-2%	-2%	-1%	-4	0%	1%	13%	-4%
COc1cccc(/C=N/NC(=S)Nc2cccc(C(=O)O)c2)c1O	-30%	-2%	-13%	0%	-47*	0%	-16%	-23%[11.4 µM]	-21%

Continued.
SMILES	TrxR1 inh	TrxR1 substrate	GRP78 ERSR act	Vif-A3G inh	LDHA inh	IDH1 R132H inh	Vif-A3F inh	RGS4 inh	USP1 inh
CCn1c(CN2CCCCC2)nc2cc(NC(=O)COc3ccc([N+](=O)[O-])cc3)ccc21	9%	-8%	-4%	2%	-10	6%	0%	25%	-13%
CC(CNC(=O)c1cc(-c2ccccc2)n[nH]1)c1ccccc1 (stereo not drawn)	-7%	-9%	0%	-1%	-5	0%	-1%	9%	-9%
CCOC(=O)c1cnc(SCC#N)nc1N	8%	10%	3%	0%	-4	1%	-4%	-26%	-7%
COC(=O)c1sc(-c2ccc(C(C)(C)C)cc2)cc1NC(=O)CSCC(=O)O	4%	16%	-4%	-11%	1	5%	3%	-21%	?
O=C(O)C1CCN(c2ccc(S(=O)(=O)N3CCOCC3)cc2[N+](=O)[O-])CC1	14%[57.1 µM]	-4%	-5%	4%	-12	-4%	-13%	-7%	-13%
COc1ccc(CN2CCN(Cc3cccc4nonc34)CC2CCO)c(C)c1C (stereo not drawn)	5%[57.1 µM]	-6%[57.1 µM]	-4%	1%	-4	2%	15%	-23%	-14%
CCC(=O)Nc1ccc(C(=O)N/N=C/c2ccc([N+](=O)[O-])cc2)cc1	2%	0%	-3%	0%	-2	3%	5%	-4%	-7%
COc1ccc(OC)c(NC(=O)c2ccccc2N(C)S(=O)(=O)c2ccc(C)cc2)c1	16%	3%	-4%	0%	-1	-1%	3%	0%	-6%
C=CCN(c1ccccc1)S(=O)(=O)c1cccc(C(=O)Nc2nc3ccccc3[nH]2)c1	-7%	-5%	-1%	1%	-4	4%	-12%	10%	-11%
CCCCC(=O)O[C@]1(C(=O)CO)CC[C@H]2[C@@H]3CCC4=CC(=O)CC[C@]4(C)[C@H]3[C@@H](O)C[C@@]21C	5%	2%	-1%	0%	-4	-3%	-6%	-1%	-22%
COc1ccc(N2CCN(C(=O)c3cc4cc5ccc(Cl)cc5nc4o3)CC2)cc1	2%	-8%	-3%	1%	4	-6%	0%	-17%	-19%
CCOc1ccc(/C(O)=C2\C(=O)C(=O)N(c3cc(C)on3)C2c2ccccc2OC)cc1 (stereo not drawn)	-12%[57.1 µM]	-1%	-3%	1%	-7	-11%	2%	4%	-10%
CS(=O)(=O)c1ccc(Cl)c(NC(=O)COC(=O)CNC(=O)c2ccccc2)c1	25%[57.1 µM]	11%[57.1 µM]	1%	3%	-1	1%	-7%	2%	-19%
COc1ccccc1C(=O)N1CCN(Cc2cn[nH]c2-c2ccc(F)cc2F)CC1	20%	5%	-1%	-1%	-10	-4%	-1%	7%	-15%
CCOc1ccc(C2C(C#N)=C(N)N3C(=C2C#N)Sc2ccccc23)cc1 (stereo not drawn)	-3%	10%	3%	-14%	3	1%	?	-12%	-22%
CCCCNC(=O)c1cccc(NC(=O)c2nsc3ccccc23)c1	13%[57.1 µM]	-2%[57.1 µM]	-6%	-3%	-17	-16%	-3%	12%	-22%
Cc1ccc(NC(=O)C2CCN(S(=O)(=O)c3cccc4nonc34)CC2)cc1	9%[57.1 µM]	2%[57.1 µM]	-2%	-4%	0	3%	3%	-4%	-16%
O=C(CSc1nnc(-c2ccccn2)n1Cc1ccccc1)N1CCCC1	-13%	-9%	0%	-4%	-5	0%	-4%	-11%	-13%
O=C(CCC(=O)N1CCN(C2CCCC2)CC1)Nc1nnc(C(F)(F)F)s1	-7%	1%	-4%	0%	-8	0%	7%	-3%	-19%
CN(C)C(CNC(=S)Nc1cccc(Cl)c1)c1ccccc1 (stereo not drawn)	8%[57.1 µM]	8%[57.1 µM]	-5%	3%	-2	4%	19%	-6%	-5%
O=C1CC(C(F)(F)F)=NN1	9%[57.1 µM]	4%[57.1 µM]	-8%	0%	0	0%	5%	-5%	?
NC(=O)C1CCN(C(=S)NCCc2ccccc2)CC1	3%[57.1 µM]	5%[57.1 µM]	1%	1%	-6	5%	-10%	11%	-12%
COc1ccc(C(=O)COc2ccccc2C(=O)Nc2ccccc2)cc1	17%	-1%	2%	-17%	-13	-10%	-4%	4%	-9%
O=S(=O)(/C(=C\c1ccc(C(F)(F)F)cc1)c1nc2ccccc2[nH]1)c1ccccc1	4.5µM*	-2%	-15%	?	3	-16%	1%	?	-39%
O=C(Nc1nc2nccc(-c3ccccc3)n2n1)C(Cl)(Cl)Cl	-64%	22%[57.1 µM]	0%	-2%	-4	2%	-8%	-2%	-18%
O=C1CN(C(=O)c2cccc(Br)c2)c2ccccc2N1	7%[57.1 µM]	7%[57.1 µM]	-2%	?	-3	2%	-8%	-8%	-16%
CCCCOC(=O)C1[C@H]2C(=O)N(CCc3ccccc3)C[C@]23C=C[C@H]1O3 (stereo partly drawn)	3%	6%	-2%	0%	1	1%	1%	31%	-14%
CC1CCN(C2=C(NS(=O)(=O)c3ccc(Br)cc3)C(=O)c3ccccc3C2=O)CC1	2%	-8%	-3%	4%	9	7%	4%	8%	-26%
Cc1ccc(C(=O)Cn2nnc(-c3cccs3)n2)cc1	11%	-2%	8%	2%	-10	-12%	-5%	6%	-16%
O=C(CN1CCN(S(=O)(=O)c2ccc(F)cc2)CC1)NCc1cccs1	-4%[57.1 µM]	-1%[57.1 µM]	-5%	1%	0	4%	-7%	10%	-21%

Bioassay records (PubChem BioAssay)

Only part of the results is shown; the hit share may differ from the screen's.
